Screening data from PubChem.
sdo1 growth = compounds rescuing growth of sdo1-depleted yeast, bone marrow failure model; S. cerevisiae sdo1-depleted JHY4D growth rescue, OD600 30 h; stronger effect = higher value; pdr5 snq2 efflux-pump mutant strain; z-score at 10 µM; 140,000 compounds, 0.21% hits; AID 817;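 active means z-score above 3 at both the 24 hr and the 30 hr optical density reads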;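 further: z-score against mean and SD of all compound wells on the same plate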
Insulin prom inh = TRM-6 insulin promoter activity inhibition. 130,000 compounds, 0.9% hits. inhibition, % at 2 µM. TRM-6 cells (human fetal islet line), insulin promoter-eGFP reporter, imaging; reporter expression induced with tamoxifen;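 active means inhibition above the mean plus 3 SD, with well images judged a real hit on visual review, cut at about 60% in these data, passing the limit was not always enough; inconclusive means inhibition over the cutoff but images rejected on review; inactive means inhibition not above the cutoff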
sdo1 growth Rescue 24 h = further read-out of sdo1 growth, marked with its call; z-score; S. cerevisiae sdo1-depleted JHY4D growth rescue, OD600; measured here: growth rescue at 24 h;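 0 is the plate mean of compound wells and units are plate SD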
* hit, by the source's call; ? = inconclusive; . = no result given; & = joins results of further samples.

SMILES	sdo1 growth	sdo1 growth Rescue 24 h	Insulin prom inh
COc1ccc2cc(CN(CC3COCCO3)S(=O)(=O)c3ccc(Cl)cc3)c(=O)[nH]c2c1 (configuration not stated)	0.65	-0.25	.
Cc1onc(-c2ccccc2Cl)c1C(=O)Nc1nnc(-c2ccc(Cl)cc2Cl)s1	-0.43	0.94	.
NC(=O)c1nsc(C(=O)N(CC(=O)NCc2ccc3c(c2)OCO3)C2CCCC2)c1N	0.32	0.29	.
O=C(Nc1ccccn1)c1ccc(S(=O)(=O)c2ccc(Cl)cc2)cc1	.	.	3
CC(=O)Nc1ccc(NC(=O)c2ccc(-n3c(C)ccc3C)cc2)cc1	0	0.26	-27
CC(C(=O)Nc1ccc(S(=O)(=O)N2CCOCC2)cc1)N1CCN(c2ccccn2)CC1 (configuration not stated)	.	.	0
O=C1c2cccc3c([N+](=O)[O-])ccc(c23)C(=O)N1c1ccc(Cl)cn1	-2.5	-2.2	.
CCc1ccc(C2c3[nH]c4ccccc4c3CCN2C(=O)c2cc(C)nn2C)cc1 (configuration not stated)	.	.	-4
Cc1ccccc1OCC(=O)NCC(=O)N/N=C/C=C/c1ccccc1	-1.4	-0.41	-43
COc1ccc(NC2CC(=O)N(c3cccc([N+](=O)[O-])c3)C2=O)cc1 (configuration not stated)	.	.	25
c1ccc2c(N3CCCCC3)nc(N3CCOCC3)nc2c1	.	.	-92
CC(C)(C)c1ccc(S(=O)(=O)N2CCCCC2)cc1	-0.15	-0.1	-21
CCOc1cc(CNCCO)cc(Br)c1OCc1ccccc1Cl	-1.1	-0.36	.
S=c1[nH]nc(-c2cnccn2)n1-c1ccccc1	0.44	0.14	-18
N#C/C(=C\c1ccccc1)c1nc2ncccc2[nH]1	0.46	0.88	.
N#CCCN(Cc1cccnc1)C(=S)NC(=O)c1ccco1	.	.	33
CCOC(=O)c1c(NC(=O)CNCCOC)sc2c1CCCC2	-1.6	-0.84	44
Cc1cc(C)cc(NC(=O)c2cc(Cl)sc2Cl)c1	0.45	0.29	.
O=C(/C=C/c1ccc2c(c1)OCO2)Nc1nc(-c2ccccc2)cs1	-0.55	-0.35	0
O=S(=O)(c1ccc(F)cc1)c1nc(-c2ccccc2F)oc1N1CCCCC1	-1.2	-1.3	-29
CCOC(=O)C1(CC)CC(CSc2nc3ccccc3[nH]2)OC1=O (configuration not stated)	0.13	-1.1	.
Cc1cc(Nc2cc(F)ccc2C)n2ncnc2n1	1.1	0.58	.
COc1ccccc1NC(=O)c1nn(-c2ccc(Cl)cc2)ccc1=O	-0.34	1.1	43
COc1cc(/C=C2/C(=O)c3cccc([N+](=O)[O-])c3C2=O)c(Br)cc1O	-0.44	-0.26	-4
CC1(C)OC(=O)C(=CNc2cccc(O)c2)C(=O)O1	0.45	0.31	.
CCOC(=O)C1(CCOc2ccccc2)CCN(Cc2ccc3nonc3c2)CC1	.	.	0
Cc1nn(-c2ccccc2)c(N2CCCC2)c1/C=N/NC(=O)c1cccc(S(=O)(=O)Nc2ccc(Cl)cc2)c1	0.21	-0.48	-44
Cc1ccc(C(c2nnnn2C2CCCCC2)N2CCc3ccccc32)cc1 (configuration not stated)	-0.49	-0.74	6
COc1cc(/C=C/c2ccc3cccc([N+](=O)[O-])c3n2)ccc1OCC#N	0.19	0.15	-13
CN(CC(=O)N1CCCC1)S(=O)(=O)c1cc(Cl)ccc1Cl	2.7	2.1	14
O=C(Cc1cc(=O)[nH][nH]1)N/N=C/C=C/c1ccccc1	1.3&0.31	1.2&-0.4	0&21
O=C(CNc1ccc2c(c1)OCO2)N/N=C\c1cn(Cc2ccc(F)cc2)c2ccccc12	-0.45	0	-89
CCc1ccc(C2CC(c3ccccc3)n3ncnc3N2)cc1 (configuration not stated)	-1.2	-0.98	.
CCOc1cc(C(=O)Nc2ccc(N3CCOCC3)cc2)cc(Br)c1OC	.	.	-43
COc1ccccc1OCC(=O)Nc1ccc(CSc2ccccc2)cc1C	-0.29	0.22	-4
CC(C)OC(=O)CSc1nnc(-c2ccccn2)n1C	-0.36	-0.63	-18
Cc1cc2c(ccc3[nH]onc32)n1	0.27	0.05	.
Fc1cccc2sc(Nc3nc4cc5c(cc4s3)OCCO5)nc12	-0.21	0.04	16
COc1ccccc1C1CC(c2ccc(Cl)cc2)Nc2ncnn21 (configuration not stated)	-0.23	-0.67	53
COc1ccc2cc(C(=O)O)ccc2c1	1.7	0.66	9
CC(=O)c1cnc(SCc2ccc(Cl)cc2)nc1C	.	.	-8
O=C(NCc1ccccn1)c1ccc(COc2ccc(Cl)cc2)o1	-0.26	0	-9
CCC(C)C(=O)Nc1nnc(SCC(=O)NC(C)(C)C)s1 (configuration not stated)	.	.	-17
c1ccc2oc(-c3[nH]ncc3CN(Cc3ccncc3)CC3CCCO3)cc2c1 (configuration not stated)	.	.	-30
C=CCN(C(=O)CNC(=O)c1ccco1)C(C(=O)NC1CCCCC1)c1ccc(OC)cc1 (configuration not stated)	0.23	0.26	-5
CCOC(=O)c1c(NC(=O)COc2cccc3c2CCN(C)C3=O)sc2c1CCC2	0.14	0.08	-18
CC(C)(C)CC(=O)Nc1ccc(C(N)=O)cc1	1.1	0.76	-14
C/C(=N\NC(=S)NC(C)C)c1ccc(-n2ccnc2)cc1	-0.47	-0.57	-12
CCCSc1nc(C)c(CC(=O)O)c(=O)[nH]1	-0.02	-0.03	69
Cc1onc(-c2ccccc2)c1C(=O)N1CCN(S(=O)(=O)c2ccc3c(c2)OCCO3)CC1	-0.19	0.15	.

Four entries from above, with each value named:
CCOC(=O)c1c(NC(=O)COc2cccc3c2CCN(C)C3=O)sc2c1CCC2
  sdo1 growth: 0.14
  sdo1 growth Rescue 24 h: 0.08
  Insulin prom inh: -18

CC(C)(C)CC(=O)Nc1ccc(C(N)=O)cc1
  sdo1 growth: 1.1
  sdo1 growth Rescue 24 h: 0.76
  Insulin prom inh: -14

C/C(=N\NC(=S)NC(C)C)c1ccc(-n2ccnc2)cc1
  sdo1 growth: -0.47
  sdo1 growth Rescue 24 h: -0.57
  Insulin prom inh: -12

CCCSc1nc(C)c(CC(=O)O)c(=O)[nH]1
  sdo1 growth: -0.02
  sdo1 growth Rescue 24 h: -0.03
  Insulin prom inh: 69

The results go on.
SMILES	sdo1 growth	sdo1 growth Rescue 24 h	Insulin prom inh
CCNc1nc(Oc2ccc(=O)[nH]n2)nc(SC)n1	2.2	2.4	?
Cc1cn([C@H]2C[C@H](N=[N+]=[N-])[C@@H](CO)O2)c(=O)[nH]c1=O	0.28	-0.2	18
c1ccc2sc(N3CCN(Cc4nnnn4CC4CCCO4)CC3)nc2c1 (configuration not stated)	0.16	0.22	.
CC(=O)c1cc2c(cc1NC(=O)Nc1cccc(Cl)c1)OCCO2	-0.32	-0.3	73
CC(=O)Nc1ccc2c(COC(=O)CC3Sc4ccccc4NC3=O)cc(=O)oc2c1 (configuration not stated)	.	.	18
COc1ccc(OC)c(NC(=O)CSc2ncccc2C(=O)O)c1	0.33	-0.24	-14
COc1ccc(C)cc1NC(=O)c1ccccc1NS(=O)(=O)c1cccc2cccnc12	-0.73	-1.4	.
O=C(c1ccc(S(=O)(=O)Cc2ccccc2F)c([N+](=O)[O-])c1)N1CCCCCC1	.	.	-8
CC1CN(C(=O)C2CC2)C(C)CN1C(=O)C1CC1 (configuration not stated)	0.58	-0.14	.
CC(C)COC(=O)N(C)c1ccc(C(O)(C(F)(F)F)C(F)(F)F)cc1	-0.5	-0.59	11

Single records, from the list above. Order of values: sdo1 growth	sdo1 growth Rescue 24 h	Insulin prom inh
O=C(c1ccc(S(=O)(=O)Cc2ccccc2F)c([N+](=O)[O-])c1)N1CCCCCC1 as listed: .	.	-8
CC(=O)Nc1ccc2c(COC(=O)CC3Sc4ccccc4NC3=O)cc(=O)oc2c1 (configuration not stated) as listed: .	.	18
CCNc1nc(Oc2ccc(=O)[nH]n2)nc(SC)n1 as listed: 2.2	2.4	?

(cont.)
SMILES	sdo1 growth	sdo1 growth Rescue 24 h	Insulin prom inh
O=[N+]([O-])c1ccc(CSc2nc3ccccc3o2)cc1	-1.2	-0.92	.
CCCNC(=O)CN1C(=O)NC(CCc2ccccc2)C1=O (configuration not stated)	.	.	?
C=CCn1c(CCNC(=O)C(C)(C)C)nc2ccccc21	0.59	0.28	.
CCN(CC)c1ccc(/C=N/Nc2nc(C)cc(=O)[nH]2)c(O)c1	0.31	0.1	85*
COc1ccc2c(c1OC)CN1CCc3cc4c(cc3[C@@H]1[C@@H]2O)OCO4	0.17	0.06	-86
CC(=O)c1ccc(N2CCCCCC2)c(F)c1	0.9	0.81	.
CCOc1ccc(NC(=O)CCn2c(=O)[nH]c3ccsc3c2=O)cc1	0.9	0.36	-17
CN(C)/C=C/C(=O)c1ccc(S(=O)c2ccccc2)cc1 (configuration not stated)	.	.	18
Cn1cc(SCC(=O)NCC2CCCO2)c2ccccc21 (configuration not stated)	0.34	0.1	.
Clc1ccc(-n2nnnc2-c2ccccc2)cc1	0.31	-0.14	.
COc1ccccc1/C=N/NC1=NCCCCC1	0.72	1.6	67
Cc1cccc(NC(=O)C2CCN(S(=O)(=O)c3cccs3)CC2)c1	-1.2	-0.89	-21
COc1ccc(OC)c(C(=O)c2oc3ccccc3c2NC(C)=O)c1	0.14	-0.33	-114
O=C(N/N=C/c1cc2c3c(c1O)CCCN3CCC2)c1ccccc1O	0.21	-0.08	53
COc1ccc(/C(N)=N/OC(=O)c2ccc([N+](=O)[O-])c(C)c2)cc1OC	.	.	-47
O=C(O)c1cc(-c2ccco2)nc2ccc(Br)cc12	0.57&0.47	0.47&-0.17	77*
Cc1nn(-c2ccccc2)c2[nH]c(=O)c(CNCC3CCCO3)cc12 (configuration not stated)	0.91	0.75	0
Cc1cc(N2C(=O)CC(N3CCN(c4ccc(C(=O)c5cccs5)cc4)CC3)C2=O)no1 (configuration not stated)	-0.37	-1	-438
C[C@@H]1NC(=O)[C@H](CCCN=C(N)N)NC(=O)c2cc([N+](=O)[O-])cc(I)c2OCC[C@@H](C(N)=O)NC1=O	0.42	0.37	9
COc1ccc(-c2cc(C(=O)NCC3CCCO3)c3cc(C)ccc3n2)cc1 (configuration not stated)	.	.	-20
Nc1nc(Cl)cc(Sc2ccc(F)cc2)n1	0.78	1.5	31
Cc1ccc(Cl)cc1N1CCN(C(=O)c2cc3c(=O)[nH]c4ccccc4c3n2C)CC1	-1.6	-1.7	-33
O=c1[nH]c2cc3c(cc2cc1C(c1nnnn1Cc1ccccc1)N1CCCCCC1)OCCO3 (configuration not stated)	-1.1	-1.3	-12
CCN1C(=O)/C(=C\N2CCN(c3cccc(Cl)c3)CC2)SC1=S	-1.5	-1	.
C=CCn1c(CC(=O)Nc2cccc(OC)c2)nnc1SCC(=O)NC1CCCCC1	0.31	0.37	-68
[O-][N+]1=C(c2cccs2)CN(O)C1	0.94	0.39	17
[O-][n+]1onc2c1CCc1c-2nc(-c2ccccc2)n1OCc1ccccc1	-0.63	-0.24	.
COc1cc(NC(=O)c2cccs2)c(C(=O)OCC(=O)NC(=O)NCc2ccccc2)cc1OC	-0.74	-0.36	-29
CCOc1ncccc1C(=O)Nc1nnc(C)s1	.	.	36
COc1cccc(CC(NC(C)=O)C(=O)NC2CCN(S(=O)(=O)c3cccc4ccccc34)CC2)c1 (configuration not stated)	-0.13	-0.47	12
CCOC(=O)Cn1nnc(-c2ccc(S(C)(=O)=O)cc2)n1	0.13	0.12	-40
O=C(COc1ccc(-c2ccccc2)cc1)N1CCN(C(=O)c2cccnc2)CC1	0.19	-0.75	-39
CCCCCCn1c(N2CCC(C(N)=O)CC2)nc2c1c(=O)[nH]c(=O)n2C	0.68	0.67	.
COc1cc(/C=N/NC(=O)[C@H](Cc2c[nH]c3ccccc23)NC(=O)OCC(C)C)cc([N+](=O)[O-])c1O	0.33	-0.91	.
O=C(COC(=O)CCc1ccc(S(=O)(=O)N2CCCCC2)cc1)Nc1ccc2c(c1)OCO2	-0.48	-0.39	0
CCOC(=O)c1ccc(-n2c(C)nc3c(cnn3-c3ccc(Cl)cc3)c2=O)cc1	-1	-0.15	60
c1ccc(CSc2nnc(SCc3ccccn3)s2)nc1	1	1.6	.
CCCNC(=O)c1cc(OC)c(OC)cc1[N+](=O)[O-]	0.18	-0.81	7
NC(=O)C1CCCN(C(=S)NCc2ccc3c(c2)OCO3)C1 (configuration not stated)	.	.	-56
CN(Cc1ccccc1)C(=O)c1oc(=O)c2ccccc2c1-c1ccccc1	-0.7	-0.24	-11
O=C(CNC(=O)c1ccc(S(=O)(=O)N2CCCC2)cc1)N/N=C/c1c(Cl)cccc1Cl	0.02	-0.52	-119
COc1ccc(OC)c(NC(=O)Cn2cc(C(=O)c3ccco3)c3ccccc32)c1	0.97	1.6	15
O=C(COc1ccccc1)NC1CCCCC1	-0.38	-0.42	-7
Cc1c(NC(=O)COc2ncnc3ccccc23)c(=O)n(-c2ccccc2)n1C	1.6	2.7	-81
Cn1c(=O)c2c(nc(CN3CCOCC3)n2CC(=O)c2ccccc2)n(C)c1=O	.	.	19
COc1ccc(NC(=O)C2CCCC2)cn1	.	.	-11
Cc1cccc(C)c1NC(=O)COc1ccc2c(C)c(Cc3ccccc3)c(=O)oc2c1C	-0.77	1.1	0

Not all compounds are listed; count on the stated rates, not on these rows.
